# High-throughput results deposited in PubChem by several laboratories.
# ADAM10 inh = inhibitors of human ADAM10; recombinant ADAM10, EDANS/DABCYL FRET peptide cleavage, 3 h; AID 720582; O14672; inhibition, % at 7 µM; hit rate 0.62% among 370,000;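 active = inhibition above a per-campaign cutoff equal to the mean of compounds falling between control-based bounds plus 3 SD, cut at about 20% in these data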;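 note: 0% = DMSO wells while the 100% control is not disclosed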
# NPR1 activator = GC-A (human) enzyme activation | P16066 | AID 1671463 | activation, % at 10 µM | hit rate 0.14% among 370,000 | HEK293 GC-A cells, cGMP TR-FRET, EC30 ANP; 0% at EC30 ANP, 100% saturating ANP; in the data active = activation above about 40%
# Target sequence (P16066 whole entry, looked up): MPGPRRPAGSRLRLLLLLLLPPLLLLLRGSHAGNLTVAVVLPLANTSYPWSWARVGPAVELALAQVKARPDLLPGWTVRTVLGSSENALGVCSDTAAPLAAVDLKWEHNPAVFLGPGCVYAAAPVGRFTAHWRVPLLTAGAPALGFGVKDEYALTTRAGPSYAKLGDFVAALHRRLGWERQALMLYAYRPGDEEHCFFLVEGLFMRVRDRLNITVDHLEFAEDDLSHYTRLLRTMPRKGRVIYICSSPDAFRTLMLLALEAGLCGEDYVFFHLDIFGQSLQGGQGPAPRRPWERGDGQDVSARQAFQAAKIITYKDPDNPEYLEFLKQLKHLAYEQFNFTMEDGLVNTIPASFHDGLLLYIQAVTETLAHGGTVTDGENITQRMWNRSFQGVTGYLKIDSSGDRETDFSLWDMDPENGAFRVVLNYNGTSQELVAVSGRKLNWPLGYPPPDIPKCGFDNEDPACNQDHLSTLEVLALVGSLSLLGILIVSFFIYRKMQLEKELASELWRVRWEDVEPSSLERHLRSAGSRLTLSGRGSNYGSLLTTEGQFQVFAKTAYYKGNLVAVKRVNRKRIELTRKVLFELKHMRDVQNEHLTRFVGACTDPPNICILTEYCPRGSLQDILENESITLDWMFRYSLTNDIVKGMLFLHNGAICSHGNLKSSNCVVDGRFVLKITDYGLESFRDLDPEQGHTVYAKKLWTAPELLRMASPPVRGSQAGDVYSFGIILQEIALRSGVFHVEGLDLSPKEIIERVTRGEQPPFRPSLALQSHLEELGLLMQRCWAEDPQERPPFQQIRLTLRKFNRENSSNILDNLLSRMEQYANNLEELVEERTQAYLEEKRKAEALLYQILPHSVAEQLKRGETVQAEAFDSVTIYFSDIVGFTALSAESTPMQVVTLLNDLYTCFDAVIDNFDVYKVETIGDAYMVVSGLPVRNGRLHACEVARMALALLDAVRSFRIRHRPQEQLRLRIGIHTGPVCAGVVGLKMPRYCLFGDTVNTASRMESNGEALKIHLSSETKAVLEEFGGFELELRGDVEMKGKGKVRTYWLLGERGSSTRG
# hgDAF12 agonist = activates the H. glycines DAF-12 receptor ligand-binding domain. HEK293 GAL4-hgDAF12 UAS-luciferase reporter, agonist luminescence; normalized to butyrate control. activation, % at 6.8 µM. hit rate 1.8% among 370,000. AID 687014;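 active = activation above a cutoff set at the mean of all screened compounds plus 3 SD, cut at about 10% in these data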;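 note: 0% = DMSO wells and 100% = sodium butyrate wells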
# ssDAF-12 act = S. stercoralis DAF-12 activation, primary screen; HEK293 ssDAF-12/GRIP1 lit1-tk-luc reporter, luminescence; % of 3 µM dafachronic acid response; activation, % at 6.8 µM; hit rate 1% among 370,000; AID 652126;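 active = activation above the mean over all tested compounds plus 3 SD, cut at about 0.9% in these data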;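 note: 0% = DMSO-only wells and 100% = 3 µM delta7-dafachronic acid wells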
# SMARCA2 act = SMARCA2 function activation, primary screen; MG213 cells, MMTV-luciferase reporter, dexamethasone, overnight; activation, % at 9.1 µM; hit rate 1% among 370,000; AID 652017; in the data active = activation above about 7.8%;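 note: 0% = vehicle wells and 100% = reference activator wells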
# DAX1 inh-1 = inhibitors of human orphan nuclear receptor DAX1 (NR0B1); inhibition, % at 6.75 µM; HEK293 Gal4-DAX1 luciferase reporter, luminescence; hit rate 0.99% among 340,000; AID 504766; P51843;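 active = inhibition above the mean over all tested compounds plus 3 SD, cut at about 4.2% in these data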;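 note: 0% = DAX1-transfected cells with DMSO and 100% = empty-vector control cells with DMSO; inhibition shows as a rise in luminescence from relieved DAX1 repression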
# GC-B act = GC-B (human) receptor activation; HEK293-GC-B cells, CNP EC30, cGMP TR-FRET; 0% at EC30 CNP, 100% saturating CNP; P20594; hit rate 0.11% among 370,000; AID 1920062; activation, % at 10 µM;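 active = activation at 10 µM reaching about 35% in either raw or pattern-adjusted values, limit read from the data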
# hcDAF12 agonist = H. contortus DAF-12 activation, primary screen | HEK293 hcDAF-12 lit1-tk-luc reporter, luminescence; 0% DMSO, 100% Δ7-dafachronic acid | activation, % at 6.8 µM | hit rate 1.4% among 370,000;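 active = activation above the mean of all tested compounds plus 3 SD, cut at about 5.5% in these data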;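 note: 100% = response to 3 µM Δ7-dafachronic acid high control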
# GAA850 FXN act = activators of GAA850 frataxin (FXN) promoter; HEK293 lucGAA850 FXN promoter luciferase reporter, 24 h; percent of 10 µM SAHA response; activation, % at 6 µM; hit rate 0.56% among 360,000; AID 540364;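 active = activation above the average of all compounds screened plus 3 SD, cutoff fixed separately per campaign, cut at about 7.5% in these data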;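 note: 0% = DMSO wells and 100% = 10 µM SAHA wells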
# sPLA2-III inh = Blocks human group III sPLA2 activity | Q9NZ20 | QFRET BODIPY PC-A2 liposome hydrolysis, fluorescence | inhibition, % at 12.2 µM | hit rate 0.56% among 370,000 | AID 743126;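 active = inhibition above mean plus 3 SD of compounds lying within the high and low control bounds, cut at about 19% in these data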;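 note: 0% = median of test compound wells and 100% = no enzyme DMSO wells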
# DAX1 inh-2 = blocks DAX1 repression of SF-1 activated StAR promoter; HEK293T StAR-luciferase reporter, SF-1/DAX-1 repression relief; hit rate 1.1% among 370,000; AID 652010; inhibition, % at 6.8 µM;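 active = inhibition above the mean over all tested compounds plus 3 SD, cut at about 3.6% in these data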;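 note: 0% = DAX-1 cells with DMSO and 100% = cells lacking DAX-1 with DMSO; higher inhibition means more luminescence from relief of DAX-1 repression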
# Numbers without * were called inactive; i = inactive; . = not tested or not shown.
SMILES,ADAM10 inh,NPR1 activator,hgDAF12 agonist,ssDAF-12 act,SMARCA2 act,DAX1 inh-1,GC-B act,hcDAF12 agonist,GAA850 FXN act,sPLA2-III inh,DAX1 inh-2
COC(=O)[C@@]12C[C@@H](CC(=O)NCC34CC5CC(CC(C5)C3)C4)C(=O)N(Cc3ccc4c(c3)OCO4)C1=CCC(C)(C)C2,-4,2,-2.5,-0.2,1,.,5,1.0,.,-4,-0.7
CCCCN(C(=O)CSCc1c(C)noc1C)c1c(N)n(CCCC)c(=O)[nH]c1=O,-13,-1,-1.5,-0.8,4,0.5,-8,0.7,0.1,-2,-1.1
CCc1ccc(NC(=O)C2CCN(C(=O)N3CCOc4ccccc43)CC2)cc1,-1,-2,-3.4,-1.6,-3,-1.0,7,-1.2,-0.4,-14,-2.4
Cc1ccc(N2C(=O)[C@@H]3[C@H](C2=O)C2CCCN2[C@@H]3C(=O)c2ccccc2)cc1 (some centres undefined),-50,2,-0.3,-1.0,5,1.1,1,2.2,7.5,-11,-0.7
CC(C)Oc1ccc(CCC(=O)N/N=C/c2ccc3c(c2)OCO3)cc1,4,-3,1.6,-1.1,-2,1.2,4,0.0,0.4,7,0.5
COc1cc(NC(=O)c2c3c(nc4ccccc24)CCC3)cc(OC)c1,-2,2,-0.4,-1.0,-3,1.6,1,-0.2,-1.1,0,-0.3
COc1ccc(C2C(C(=O)c3sc(C)nc3C)=C(O)C(=O)N2CCCn2ccnc2)cc1OC (centres undefined),-9,0,-0.8,-1.7,0,0.7,1,-1.0,3.0,2,1.0
O=C(Nc1nc2c(Cl)ccc(Cl)c2s1)C1CC1,-1,61*,-0.3,0.3,1,-0.5,-6,3.0,1.4,-7,0.8
CCOc1ccc2[nH]c(C)c(CN3CCN(C)CC3)c(=O)c2c1,-61,4,0.5,-0.9,-1,1.6,2,0.8,-0.6,1,0.1
Cc1ccc(/C=C/C(=O)OCc2nc(N)nc(Nc3ccccc3C)n2)o1,-2,1,-3.0,-1.2,0,2.6,0,-0.6,1.7,-7,0.7
CC(C)(C)C(=O)NC1CCN(C(=O)N2CCCC2)CC1,-16,1,0.3,-1.0,-4,1.5,3,-0.9,-1.0,4,-0.6
COc1ccc(C(=O)CN2CCN(S(=O)(=O)c3cccc([N+](=O)[O-])c3)CC2)cc1,3,-5,0.0,-1.0,0,-0.9,-2,2.4,3.6,3,-0.5
CC(Cl)C(=O)NNc1cccc(Cl)n1 (centres undefined),6,6,1.0,-0.7,0,-0.6,-2,-0.2,2.3,14,0.5
CC(NC(=O)c1sc2cc([N+](=O)[O-])ccc2c1Cl)C(C)(C)C (centres undefined),-1,15,2.0,-1.4,1,0.0,11,-0.3,-2.6,5,-0.4
O=C(COc1ccc(S(=O)(=O)N2CCCC2)cc1)NCc1ccccn1,6,5,-0.6,-1.1,0,0.7,-1,-1.4,-0.3,4,0.2

# Three entries from above, sorted by the number in SMARCA2 act, high to low:
structure,ADAM10 inh,NPR1 activator,ssDAF-12 act,SMARCA2 act,DAX1 inh-1,GC-B act,hcDAF12 agonist,sPLA2-III inh,DAX1 inh-2
COC(=O)[C@@]12C[C@@H](CC(=O)NCC34CC5CC(CC(C5)C3)C4)C(=O)N(Cc3ccc4c(c3)OCO4)C1=CCC(C)(C)C2,-4,2,-0.2,1,.,5,1.0,-4,-0.7
CC(Cl)C(=O)NNc1cccc(Cl)n1 (centres undefined),6,6,-0.7,0,-0.6,-2,-0.2,14,0.5
COc1cc(NC(=O)c2c3c(nc4ccccc24)CCC3)cc(OC)c1,-2,2,-1.0,-3,1.6,1,-0.2,0,-0.3

# Continuation:
SMILES,ADAM10 inh,NPR1 activator,hgDAF12 agonist,ssDAF-12 act,SMARCA2 act,DAX1 inh-1,GC-B act,hcDAF12 agonist,GAA850 FXN act,sPLA2-III inh,DAX1 inh-2
CCN(CC(=O)Nc1c(F)cccc1F)C(=O)CSc1nc(C)cc(C)n1,1,0,0.6,0.0,-2,0.9,5,4.6,3.4,0,-0.3
Cc1noc(C)c1S(=O)(=O)N1CCC(C(N)=O)CC1,1,0,-0.6,-0.6,5,0.0,9,-1.4,0.1,4,-0.5
Cc1ccc(NC(=O)COC(=O)CC2CC3CCC2C3)cc1S(=O)(=O)N1CCOCC1 (centres undefined),23*,4,-1.9,-1.6,-5,0.3,-2,0.3,0.1,-33,3.6*
O=C(NC1=NCCS1)c1cccc(Br)c1,-3,6,11*,0.2,12*,7.7*,1,5.2,6.3,-6,2.1
O=C(NCc1ccco1)C(=O)NCC1OCCN1S(=O)(=O)c1cc(F)ccc1F (centres undefined),5,-4,0.2,0.5,-3,0.1,2,-1.1,-0.4,3,0.2
CC(C)[C@H](NC(=O)OCc1ccccc1)C(=O)OCC(=O)N1CCN(c2ccc(F)cc2)CC1,-8,0,-1.8,-1.8,-4,-1.4,-3,-2.8,-0.9,-7,-1.3
COc1cc(NC(=O)C2Cc3ccccc3CN2S(C)(=O)=O)cc(OC)c1 (centres undefined),3,-36,0.6,-0.4,-1,0.0,-12,0.3,2.1,-2,-0.1
O=C(Nc1cccc(NC(=O)C2CCCO2)c1)c1ccco1 (centres undefined),-7,-2,1.7,-1.1,-3,0.4,4,-0.7,0.8,9,-0.2
COC(=O)c1cc(COc2ccc3c(c2)oc(=O)c2ccccc23)c(C)o1,-23,-6,0.7,-1.6,-1,0.7,-2,-1.2,-0.4,-3,-0.6
CCN(CC(=O)NCc1cccs1)S(=O)(=O)c1c(F)cccc1F,-11,-3,5.7,-0.1,-2,-0.4,0,0.3,0.4,-1,1.3
COc1cc(C(=O)OCC(=O)Nc2ccc(N3CCOCC3)cc2)ccc1OCC(C)C,-2,0,3.3,-1.1,0,1.5,-1,-0.6,0.6,6,-5.2
C[C@H]1CC[C@]2(O[C@H](CCO)C[C@H](O)[C@H]2O)O1,7,1,0.4,-0.8,0,1.8,-1,0.7,-0.9,9,0.7
O=C(CSc1cccc2cccnc12)NCc1ccco1,-283,0,-0.9,-1.1,0,0.2,0,-1.8,-0.7,0,-0.2
O=C(COc1ccccc1Cl)NC(=S)Nc1cccc(NC(=O)c2ccccc2Cl)c1,-9,0,2.8,-0.4,-2,-1.5,2,1.6,-1.0,-1,0.0
CCOCCn1c(-c2ccc(OC)cc2)nc2ccccc21,1,5,2.3,-0.6,0,0.4,8,-0.4,0.3,-2,0.0
CC(C)Nc1nc(Cl)nc(Nc2ccccc2)n1,12,6,5.0,0.0,5,1.4,4,-1.6,5.0,1,0.1
Cc1ccc(C(=O)NCC(=O)Nc2ccncc2)cc1C,-7,2,1.2,-0.9,-3,0.6,-1,-1.0,0.7,1,-2.7
CCCCCn1c(=O)[nH]c2c(c1=O)CCC2,-1,3,2.5,-0.9,-3,-0.5,7,-0.9,0.0,1,-0.1
CCO/N=C(/C)c1c(O)cc(C(C)(C)C)n(-c2ccccc2)c1=O,-11,1,-2.8,-1.0,-1,1.3,3,-0.2,-3.3,3,0.0
CCOc1ccc(N2C(=O)CC(Sc3nnnn3-c3ccccc3)C2=O)cc1 (centres undefined),-6,21,-0.2,-1.2,-9,1.4,11,1.3,-0.7,-19,0.3
Cc1ccc(Cn2cc(CN3[C@H](Cc4ccccc4)COc4cc(Br)ccc4S3(=O)=O)nn2)cc1,-5,-2,2.6,-1.6,1,.,0,-0.3,.,4,0.3
COc1ccc(OCC(=O)N/N=C/c2ccc(OC)c(OC)c2C(=O)O)cc1,-8,0,-0.7,-1.4,0,-0.3,2,0.3,2.5,2,0.2
Cc1ccc(/C=N/NC(=O)c2cc(-c3ccc(C)o3)[nH]n2)cc1,0,3,1.6,-1.1,2,2.7,-1,-2.1,-2.1,-6,-0.2
Cc1[nH]nc2c1C1(CCC3(CC1)OCCO3)C(C#N)=C(N)O2,5,-1,1.3,-0.9,0,0.6,3,-0.5,2.8,-6,-0.4
Cc1ccc(S(=O)(=O)NNC(=O)c2cc([N+](=O)[O-])c(C)c([N+](=O)[O-])c2)cc1,-1,-1,-2.7,-0.7,0,.,3,2.7,1.4,-14,-0.2
COc1ccccc1OCC(=O)OCC(=O)Nc1ncc(Cl)cc1Cl,-4,-1,-3.6,-1.2,-3,0.6,-8,-0.4,0.0,5,0.8
CCn1c(CN2CCCCCC2=O)nnc1SCc1cnc(-c2ccccc2)s1,-2,4,1.3,-1.1,-1,-1.6,0,1.2,-0.6,1,0.1
c1coc(CSc2ncnc3c2oc2ccccc23)c1,8,-1,5.0,0.2,4,5.7*,-2,2.7,4.0,-3,0.3
CC(Sc1nc2ccccc2c(=O)n1CC1CCCO1)C(=O)NC(C)c1ccccc1 (centres undefined),-2,1,2.3,-1.3,1,-0.2,2,-1.7,1.4,-4,-0.7
O=C(c1cc2c(ccc3ccccc32)oc1=O)N1CCN(CCO)CC1,i,4,0.1,-1.7,-1,-0.9,-1,-0.2,0.8,3,-0.9
O=C1NC[C@@H](CCCCN2CCN(CC3CCCCC3)C(=O)C2=O)N(CC2CCCCC2)C1=O,3,0,0.2,-1.2,3,.,0,-0.7,.,0,0.1
CCCCOC(=O)CNc1nnc(SCC(=O)OCC)[nH]c1=O,1,12,-0.4,-1.5,-1,-0.4,2,0.0,4.7,7,-0.7
C1CCN(c2c3c(nc4nnnn24)CCCC3)CC1,-7,0,-2.9,-1.1,-1,-1.4,-1,-1.4,0.4,2,-0.1
Cc1ccccc1N=C1NN=C(c2ccccc2F)CS1,-7,-1,13*,0.9,-3,2.4,-3,9.4*,3.1,7,3.0
CCN1CCN(S(=O)(=O)c2ccc(Cl)c(C(=O)NCc3nc4ccccc4[nH]3)c2)CC1,-3,-1,-4.2,-1.2,-1,-1.9,4,-0.7,-1.2,-3,-3.2
O=C(NS(=O)(=O)Nc1ccc(Cl)cc1)c1c[nH]c2ccccc12,-7,4,1.3,-0.2,-2,-0.1,2,5.0,0.8,11,0.3
CCN1c2ccccc2-c2nc3ccccc3n2C1c1ccccn1 (centres undefined),i,-1,-1.4,-1.3,1,-0.3,-3,-1.6,1.3,3,-0.1
COc1ccc(C(=O)NNC(=O)C(=O)Nc2cccc3ccccc23)cc1,2,1,2.9,-0.5,-2,-0.7,2,-1.2,0.6,-12,0.0
CCCCNC(=O)c1ccc(CNS(=O)(=O)c2ccc(Br)cc2)cc1,-11,2,-2.3,-1.5,-2,-0.3,-1,0.5,1.8,-8,0.9
Cc1cc(=O)oc2c(CN3CCCC3)c(O)c(Cl)cc12,i,5,1.4,0.0,-2,0.0,1,3.1,2.0,-1,1.2
Cc1cccc(NC(=O)c2c([N+](=O)[O-])cnn2C)c1,2,2,-1.7,-1.2,4,0.5,0,-2.3,-0.3,-1,0.3
CCN(CC)S(=O)(=O)c1ccc(N=NC2=C(O)CC(C)(C)CC2=O)cc1,5,-6,2.1,-1.0,-4,0.6,0,-0.7,-1.9,-2,-0.5
Nc1cc(N)nc(SCC(=O)NC2CCCCCCC2)n1,0,0,2.0,-1.1,-4,0.1,-2,0.6,1.7,0,-0.2
O=C(Cc1ccc(F)cc1)Nc1nccs1,1,-2,0.9,-0.6,0,-0.4,6,-0.5,1.0,-6,-0.3
CC(C)NC1(C(N)=O)CCNCC1,2,-2,1.0,-1.0,4,0.0,1,-0.4,-0.8,-7,-0.3

# The order is random; about 6.6% have a hit in one of these screens.
